Screens from PubChem.
Salmonella PhoP GFP: PhoP regulon inhibitors, Salmonella typhi PhoP promoter GFP reporter, confirmatory (AID 1850) | Salmonella Typhi PhoP-promoter GFP reporter, fluorescence, 4 h; higher % means a stronger effect | inhibition, % at 50 µM; hits with a dose series show IC50 in µM | 0.33% of 310,000 active; in the data active = a potency from the dose series; inconclusive = inhibition mostly from about 25% at the one dose, without a potency; inactive = the rest, 99 in 100 with inhibition below about 19%;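 also: 0% = induced wells with vehicle and 100% = uninduced wells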
H1N1 NS1A inhibition: NS1A inhibition, H1N1 influenza, cell based functional assay (AID 504329) | NS1A functional cell-based assay, percent inhibition; higher % means a stronger effect | 0.3% of 340,000 active | inhibition, % at 12.5 µM, or IC50 in µM where a hit was titrated; in the data active = a potency from the dose series; inconclusive = inhibition above about 27% without an active follow-up result; also: strong numbers were not always called active
inhibitors of VEEV: inhibitors of VEEV TC-83 cytopathic effect, confirmation, Vero cells (AID 588727) | Vero cells, VEEV TC-83 cytopathic effect inhibition; higher % means a stronger effect | 0.13% of 350,000 active | inhibition, % at 20 µM, or IC50 in µM where a hit was titrated; in the data active = a potency from the dose series; inconclusive = inhibition mostly from about 14% at the one dose, without a potency; inactive = the rest, 99 in 100 with inhibition below about 12%; also: strong numbers were not always called active
tuberculosis growth: growth inhibition of non-replicating M. tuberculosis (AID 488890); Mycobacterium tuberculosis non-replicating, growth inhibition; higher % means a stronger effect; one-dose inhibition, % at 25 µM; IC50 in µM for titrated hits; 0.39% of 320,000 active; in the data active = a potency from the dose series; inconclusive = inhibition mostly from about 82% at the one dose, without a potency; inactive = the rest, 99 in 100 with inhibition below about 76%;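 also: plate controls were DMSO cells for no effect and high antibiotic wells for full effect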
M. tuberculosis HTS: M. tuberculosis growth inhibition, HTS (AID 449762). M. tuberculosis H37Rv growth inhibition, 7H9 media; higher % means a stronger effect. inhibition, % at 25 µM, or IC50 in µM where a hit was titrated. 0.59% of 330,000 active; in the data active = a potency from the dose series; inconclusive = inhibition above about 70% without an active follow-up result;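 also: bacterial growth assessed after seven days of incubation; strong numbers were not always called active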
inhibitors of VEEV 10K pilot screen: further read-out of inhibitors of VEEV, marked with its call; inhibition, %; measured here: 10K pilot screen inhibition
* hit, by the source's call; i = inactive; ? = inconclusive; . = not tested or not shown. The order is random; 1.5% or so of the library scored in one or more.

SMILES | Salmonella PhoP GFP | H1N1 NS1A inhibition | inhibitors of VEEV | tuberculosis growth | M. tuberculosis HTS | others
COc1cccc(CNC(=O)COC(=O)C23CC4CC(CC(Cl)(C4)C2)C3)c1 | . | -10% | 0.5% | 28% | 5%
CCN(CC)CCNC(=O)Cn1cnc2sc(C)c(S(=O)(=O)N3CCN(c4ccccc4OC)CC3)c2c1=O | 1% | 6% | i | -8% | -3%
NC(=O)c1ccc(NC(=O)c2ccc3c(c2)OCO3)cc1 | -5% | 4% | i | -10% | 1%
C=CCn1c(-c2cccc(S(=O)(=O)N3CCOCC3)c2)n[nH]c1=S | . | -5% | 2.9% | . | .
O=C(NCCN1CCOCC1)c1noc2c1CCc1ccccc1-2 | 7% | 2% | 5.1% | 6% | -2%
O=C(c1cccnc1)N1CCN(S(=O)(=O)c2ccc3ccccc3c2)CC1 | -1% | -7% | i | 9% | 8%
Cc1ccc(N)cc1CN1CCCC1=O | -9% | 0% | 1.6% | 5% | -4%
O=S(=O)(NCc1ccccc1)NCc1ccccc1 | -2% | 0% | 0.4% | 20% | 8%
Cc1ccc(NC(=O)C2CC(=O)N(c3ccccc3Cl)C2)cc1S(=O)(=O)N1CCOCC1 (centres undefined) | . | 8% | 0.3% | . | .
O=c1oc2ccccc2n1Cc1cccc(C(F)(F)F)c1 | 1% | 9% | 6.6% | 74% | 5%
O=C(OCC(=O)N1CCN(C(=O)c2ccco2)CC1)C1=COCCO1 | -11% | -9% | 1.0% | 0% | 4%
CC1Sc2ccc(S(=O)(=O)N3CCC(C(N)=O)CC3)cc2NC1=O (centres undefined) | 11% | 0% | 0.9% | -32% | -5%
O=C1Nc2ccccc2/C1=N/N=C/c1cccc(O)c1 | 1% | -1% | 5.6% | 10% | 0%
CC(=O)NC(Cc1ccccc1)C(C)=O (centres undefined) | -21% | -9% | 1.6% | 16% | 5%
CCOC(=O)C1CCCN(CC(=O)Nc2cccc(C(C)=O)c2)C1 (centres undefined) | 2% | -1% | 2.4% | -6% | -6%

Two entries picked at random from the list so far:
SMILES | Salmonella PhoP GFP | H1N1 NS1A inhibition | inhibitors of VEEV | tuberculosis growth | M. tuberculosis HTS | others
CCOC(=O)C1CCCN(CC(=O)Nc2cccc(C(C)=O)c2)C1 (centres undefined) | 2% | -1% | 2.4% | -6% | -6%
CC(=O)NC(Cc1ccccc1)C(C)=O (centres undefined) | -21% | -9% | 1.6% | 16% | 5%

(further entries)
SMILES | Salmonella PhoP GFP | H1N1 NS1A inhibition | inhibitors of VEEV | tuberculosis growth | M. tuberculosis HTS | others
CCOC(=O)N1CCN(C(=O)CNC(=O)c2ccc(Br)cc2)CC1 | -7% | -12% | 1.3% | -13% | -13%
c1ccc(CCc2cn(C[C@H]3CC[C@@H]([C@@H]4CC[C@H](Cn5cc(CCc6ccccc6)nn5)O4)O3)nn2)cc1 | 11% | 12% | 7.0% | 30% | -8%
c1ccc(C2[C@H]3CN(CC4CCCCC4)[C@H](c4ccccc4)C34CC2(c2cccnc2)C4)cc1 (some centres undefined) | -16% | -8% | i | ? | 31µM*
CC(=O)N1CCCc2cc(S(=O)(=O)N3CCC(C)CC3)ccc21 | 1% | -2% | 0.3% | -11% | -4%
CCOc1ccc(S(=O)(=O)n2cc(F)c(=O)[nH]c2=O)cc1[N+](=O)[O-] | -4% | -1% | 2.1% | ? | 9%
Cc1ccc(SCc2cc(=O)[nH]c(/N=C(\N)Nc3ccc(C)c(C)c3)n2)cc1 | -1% | 9% | 3.3% | -3% | -1%
COC(=O)N1CC=CC1(C)C(=O)NCc1cc(F)cc(C(F)(F)F)c1 (centres undefined) | -9% | -2% | 0.6% | 0% | -1%
CCc1ccc(OCC(=O)NC(=S)Nc2ccc(C(C)=O)cc2)c(Br)c1 | 1% | 4% | i | -6% | -1%
O=C(CNC(=O)c1ccco1)Nc1cccc(Cl)c1 | 1% | -22% | 0.3% | -9% | 12%
O=C(NC1CCS(=O)(=O)C1)/C(=C\c1ccccc1)NC(=O)c1ccccc1 (centres undefined) | 5% | 3% | 0.9% | -4% | -2%
Cc1ccc(Cl)cc1-n1ncc2c(NNC(=O)c3ccco3)ncnc21 | -8% | -4% | 0.9% | -5% | -1%
CN(CC(=O)Nc1ccccc1C(F)(F)F)C(=O)c1ccc(-c2ccc(Cl)cc2)o1 | -2% | -13% | 7.9% | -6% | 1%
COCCCNC(=O)C1CCC(CNS(=O)(=O)c2ccc3c(c2)N(C(C)=O)CCO3)CC1 (centres undefined) | -28% | 1% | 1.7% | 10% | 12%
CC1CCCN(CCCOc2ccc(Cl)cc2Br)C1 (centres undefined) | 6% | -1% | 1.9% | 41% | 6%
O=c1c(C(c2ccccc2)c2c(O)nc3n(c2=O)CCCS3)c(O)nc2n1CCCS2 | -3% | 2% | 0.3% | . | -5%
CC1=C(C(=O)OCC2CCCO2)C(c2ccc(F)cc2)NC(=O)N1 (centres undefined) | 14% | 0% | 2.4% | -6% | -5% | inhibitors of VEEV 10K pilot screen=0.8
COc1ccc(OCC(=O)NNC(=O)c2c(-c3ccccc3Cl)noc2C)cc1 | -10% | 12% | 1.1% | 6% | 14%
O=C(OCc1cc2ccccc2[nH]c1=O)c1ccc([N+](=O)[O-])cc1 | -4% | 11% | 0.6% | 17% | 5%
COc1cccc(NC(=O)c2ccccc2-c2nc(-c3ccc(F)cc3)no2)c1 | -2% | 19% | 1.7% | -5% | -4%
O=C(O)COc1ccccc1-c1nc(-c2ccccc2)c(-c2ccccc2)[nH]1 | -5% | 2% | 2.4% | 54% | 3%
O=C(O)CCC1(C(=O)O)CCC(=O)c2ccccc21 (centres undefined) | . | -19% | i | . | .
Cn1c(=O)oc2cc(S(=O)(=O)NCCC(=O)NC3CCCc4ccccc43)ccc21 (centres undefined) | 2% | 5% | i | -10% | 1%
CCc1ccccc1NC(=O)N[C@H](C(=O)O)C(C)C | 1% | -11% | 0.3% | -2% | -13%
CCOC(=O)C1=C(c2ccccc2)N=c2s/c(=C\c3cccc(O)c3)c(=O)n2C1c1cccs1 (centres undefined) | -1% | -6% | i | 58% | ?
COC(=O)C1=C(C)N(Cc2ccccc2)C(=NCCN2CCOCC2)N[C@H]1CCc1ccccc1 | . | -3% | i | 75% | -1%
O=C(CCNS(=O)(=O)c1ccccc1)NCCCSc1ccccc1 | -4% | -3% | 2.4% | 5% | -4%
COc1ccc(Nc2nc(-c3cccnc3)nc3ccccc23)cn1 | -5% | -3% | 10% | 11% | 9%
Brc1c(CSc2nc3ccccc3s2)nc2ncccn12 | -4% | 7% | 3.0% | -3% | 14%
COc1ccc(-n2nnnc2SCC(=O)N(C)C2CCS(=O)(=O)C2)cc1 (centres undefined) | . | -4% | 1.6% | 7% | -8%
NC(=O)c1c(-c2ccccc2)oc2ccc(O)cc12 | 1% | -3% | 1.1% | 5% | -3%
COc1cccc2cc(C(C)=O)c(=O)oc12 | -7% | -1% | 0.7% | -3% | 4%
CCCC(=O)c1ccc(N2CCN(C(=O)c3cccs3)CC2)c(F)c1 | 4% | -5% | i | 42% | 9%
Cn1cc(-c2ccccc2)cc(C#N)c1=O | -1% | 0% | i | 0% | 4%
O=C(/C=C/c1ccc(F)cc1)NC(=S)NNC(=O)[C@H]1C[C@@H]1c1ccccc1 | 1% | -8% | 5.9% | 52% | 2%
COc1ccc(CCN(C)C2CCCN(C(=O)Cn3cccn3)C2)cc1OC (centres undefined) | -16% | 8% | 1.0% | 11% | 5%
COc1ccc(C(C)=O)cc1COc1ccc(Cl)c(C)c1 | 3% | 5% | 2.9% | 16% | 2%
CCn1cc(C(=O)Nc2ccc(NC(=O)c3ccco3)cc2)c(=O)c2ccc(C)nc21 | -7% | 14% | 1.8% | -6% | 12%
Clc1ccc(-c2nc3cc(CN4CCCCC4)ccc3o2)cc1 | 9% | -3% | >25µM* | 20% | 8%
Clc1nccc(N2CCN(c3ccccc3Cl)CC2)n1 | 7% | . | 4.0% | 22% | 1%
O=C(NC1CCCCCC1)c1cc2c(=O)n3ccccc3nc2s1 | -1% | -4% | 1.1% | -5% | 2%
O=C(NCC(NS(=O)(=O)OCC(Cl)(Cl)Cl)c1ccccc1)C(F)(F)F (centres undefined) | 9% | -5% | 1.1% | 25% | -8% | inhibitors of VEEV 10K pilot screen=0.7
COC(=O)c1cc(OC)c(OC)cc1NC(=O)CCCCCN1C(=O)CCC1=O | 4% | 5% | 1.7% | -1% | 1%
CC(C)CC(c1nnnn1C(C)(C)C)N1CCN(C2CCCC2)CC1 (centres undefined) | -11% | -15% | i | -12% | 1%
COc1ccc(N(CC(=O)NC2CC3CCC2C3)S(=O)(=O)c2ccc(C)cc2)cc1 (centres undefined) | -7% | -2% | 1.5% | 19% | -10%
CSc1ccc(CC(=O)N2CCC(n3nccc3NC(=O)C3CC3)CC2)cc1 | -4% | -6% | 2.2% | -11% | -5%

Molecules shown so far that contain bromine (4):
SMILES | Salmonella PhoP GFP | H1N1 NS1A inhibition | inhibitors of VEEV | tuberculosis growth | M. tuberculosis HTS | others
CCOC(=O)N1CCN(C(=O)CNC(=O)c2ccc(Br)cc2)CC1 | -7% | -12% | 1.3% | -13% | -13%
CCc1ccc(OCC(=O)NC(=S)Nc2ccc(C(C)=O)cc2)c(Br)c1 | 1% | 4% | i | -6% | -1%
CC1CCCN(CCCOc2ccc(Cl)cc2Br)C1 (centres undefined) | 6% | -1% | 1.9% | 41% | 6%
Brc1c(CSc2nc3ccccc3s2)nc2ncccn12 | -4% | 7% | 3.0% | -3% | 14%

In the list so far, 5 contain an NH in an aromatic ring:
SMILES | Salmonella PhoP GFP | H1N1 NS1A inhibition | inhibitors of VEEV | tuberculosis growth | M. tuberculosis HTS | others
C=CCn1c(-c2cccc(S(=O)(=O)N3CCOCC3)c2)n[nH]c1=S | . | -5% | 2.9% | . | .
CCOc1ccc(S(=O)(=O)n2cc(F)c(=O)[nH]c2=O)cc1[N+](=O)[O-] | -4% | -1% | 2.1% | ? | 9%
Cc1ccc(SCc2cc(=O)[nH]c(/N=C(\N)Nc3ccc(C)c(C)c3)n2)cc1 | -1% | 9% | 3.3% | -3% | -1%
O=C(OCc1cc2ccccc2[nH]c1=O)c1ccc([N+](=O)[O-])cc1 | -4% | 11% | 0.6% | 17% | 5%
O=C(O)COc1ccccc1-c1nc(-c2ccccc2)c(-c2ccccc2)[nH]1 | -5% | 2% | 2.4% | 54% | 3%

Next part
SMILES | Salmonella PhoP GFP | H1N1 NS1A inhibition | inhibitors of VEEV | tuberculosis growth | M. tuberculosis HTS | others
CCc1nc2cccnc2n1-c1ccc(CC(=O)NCCOC)cc1 | -3% | 0% | i | -4% | 0%
CCCc1ccc(C(C)NC(=O)c2cnccn2)cc1 (centres undefined) | 4% | -21% | 1.6% | ? | 2%
CCOC(=O)c1c(NC(=O)CCS(=O)(=O)c2ccccc2)sc2c1CCN(C)C2 | -4% | -8% | ? | ? | -7%
O=C(/C=C/c1ccccc1[N+](=O)[O-])Nc1cc(S(=O)(=O)N2CCOCC2)ccc1N1CCOCC1 | . | -8% | 1.4% | . | .
O=C(O)Cn1ncn(-c2ccc(OC(F)(F)F)cc2)c1=O | -10% | 0% | 1.4% | -33% | 1%
